Screening results as filed in PubChem.
NCF1 inh – p47phox/p22phox peptide binding inhibitors, primary screen, biochemical, uHTS, NADPH oxidase regulatory subunit. fluorescence polarization, 2 h. inhibition, % at 24.7 µM. actives 0.53% (n = 220,000). AID 1274, 2008;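 active = inhibition above about 30%, limit read from the data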;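 note: 0% = p47phox with labelled peptide and 100% = labelled peptide alone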
NPY Y1 blocker – NPY-Y1 receptor antagonists, primary screen, cell-based. inhibition, % at 3.6 µM. AID 1040, 2008. HEK293-CNG Y1 cells, membrane potential fluorescence; NPY at EC95, then isoproterenol. actives 1% (n = 200,000);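 active = inhibition above the campaign mean inhibition of all tested compounds plus 3 SD, cut at about 20% in these data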;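 note: 0% = DMSO wells given NPY plus isoproterenol and 100% = isoproterenol alone without NPY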
Target sequence (P25929 whole entry, looked up): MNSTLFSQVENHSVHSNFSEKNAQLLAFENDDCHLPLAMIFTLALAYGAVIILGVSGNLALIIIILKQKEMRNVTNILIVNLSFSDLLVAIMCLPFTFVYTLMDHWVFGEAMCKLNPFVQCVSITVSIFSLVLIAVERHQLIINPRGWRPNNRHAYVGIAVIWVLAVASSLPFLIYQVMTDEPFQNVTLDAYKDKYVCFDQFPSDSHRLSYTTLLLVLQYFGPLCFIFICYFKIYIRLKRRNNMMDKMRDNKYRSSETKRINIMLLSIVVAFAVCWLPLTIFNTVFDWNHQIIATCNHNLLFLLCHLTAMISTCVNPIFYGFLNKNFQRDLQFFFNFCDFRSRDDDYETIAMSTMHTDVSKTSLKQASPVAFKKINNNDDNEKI
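Material: HEK293 Y1/CNG channel cell line | Also added: NPY (25 nM), isoproterenol (1 µM), Ro 20-1724 (25 µM) | Compound: One concentration, 3.6 µM, in 0.4% DMSO | Schedule: 3 h dye uptake, 1 h room-temperature compound, 45 min post-isoproterenol | Signal: Membrane-potential fluorescent dye readout | Read-out: % inhibition of NPY effect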
S1P4 antagonist – S1P4 receptor antagonists, primary screen, cell-based | actives 0.26% (n = 220,000) | S1P4-expressing cells, antagonist mode, reporter read-out | inhibition, % at 4.98 µM; in the data active = inhibition above about 29%;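 note: 0% = wells stimulated with agonist and 100% = vehicle wells without agonist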
CHOP inhibitor – inhibitors of CHOP promoter induction, primary screen, cell-based, unfolded protein response, luciferase reporter; CHO-K1 CHOP-promoter luciferase, tunicamycin-induced, 15-18 h; inhibition, % at 10 µM; actives 3.8% (n = 220,000); AID 2732, 2010;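 active = compounds that reduced the stress-induced luciferase reporter signal by more than about 70% of percent inhibition, limit read from the data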;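 note: 0% = tunicamycin plus vehicle and 100% = wells without tunicamycin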
NPY-Y2 PAM-ag – NPY-Y2 potentiators or agonists, primary screen, cell-based; Neuropeptide Y receptor type 2 (Homo sapiens), P49146; cells expressing NPY-Y2, potentiator/agonist read-out; activation, % at 3.6 µM; actives 0.45% (n = 220,000); AID 1359, 2008; in the data active = activation above about 27%;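 note: cells stimulated with NPY near EC25 plus isoproterenol at EC100; 0% = vehicle plus submaximal agonist and 100% = vehicle plus saturating agonist; some results beyond the cut were filed as inactive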
Target sequence (P49146 whole entry, looked up): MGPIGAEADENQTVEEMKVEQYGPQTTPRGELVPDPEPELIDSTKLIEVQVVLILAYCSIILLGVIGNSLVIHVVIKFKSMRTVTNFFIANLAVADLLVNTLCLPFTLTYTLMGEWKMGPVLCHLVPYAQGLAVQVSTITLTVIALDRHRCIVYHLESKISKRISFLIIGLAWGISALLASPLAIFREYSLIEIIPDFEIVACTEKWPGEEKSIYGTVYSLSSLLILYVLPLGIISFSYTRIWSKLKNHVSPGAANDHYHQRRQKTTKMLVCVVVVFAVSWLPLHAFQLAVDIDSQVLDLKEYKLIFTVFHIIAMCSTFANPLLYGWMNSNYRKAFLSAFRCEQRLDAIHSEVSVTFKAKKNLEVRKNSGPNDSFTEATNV
NPY1 pot ag – NPY-Y1 receptor potentiators or agonists, primary screen, cell-based | Neuropeptide Y receptor type 1 (Homo sapiens), P25929 | NPY-Y1 expressing cells, potentiator/agonist activation | activation, % at 3.6 µM | actives 0.37% (n = 220,000) | AID 1304, 2008; in the data active = activation above about 33%, passing the limit was not always enough;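 note: cells stimulated with NPY at EC10 then isoproterenol at EC100; 0% = low agonist plus stimulus and 100% = saturating agonist plus stimulus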
BaF3 tox – parental Ba/F3 cell viability inhibition, counter-screen for JAK2V617F inhibitor project, murine pro-B, CellTiter-Glo luminescence; CellTiter-Glo ATP luminescence; actives 1.1% (n = 220,000); inhibition, % at 5.6 µM;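 active = inhibition above a per-campaign cutoff, the mean inhibition of all tested compounds plus 3 SD, cut at about 27% in these data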;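 note: 0% = DMSO wells and 100% = JAK Inhibitor I control wells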
S1P4 agonist – S1P4 receptor agonists, primary screen, cell-based; S1P4-expressing cell line, agonist reporter assay; activation, % at 4.98 µM; actives 0.35% (n = 220,000); AID 1509, 2009; in the data active = activation above about 11%;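 note: 0% = DMSO vehicle and 100% = reference agonist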
Ba/F3 V617F tox – reduced viability of JAK2V617F-dependent Ba/F3 cells, primary screen, JAK2V617F inhibitor project, cell-based, Ba/F3 EpoR-JAK2V617F, luminescence. ATP luminescence. inhibition, % at 5.6 µM. actives 1.1% (n = 220,000). AID 1446, 2008;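 active = inhibition above the campaign mean plus 3 SD over all tested compounds, cut at about 24% in these data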;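 note: cytokine-independent growth of Ba/F3 cells driven by EpoR plus mutant JAK2; 0% = DMSO-treated cells and 100% = JAK inhibitor I control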
* hit, by the source's call; . = not tested or not shown.

| canonical_smiles | NCF1 inh | NPY Y1 blocker | S1P4 antagonist | CHOP inhibitor | NPY-Y2 PAM-ag | NPY1 pot ag | BaF3 tox | S1P4 agonist | Ba/F3 V617F tox |
| --- | --- | --- | --- | --- | --- | --- | --- | --- | --- |
| CCOCCCNC(=O)C(NC(=O)c1ccc(=O)[nH]c1)c1ccccc1 (stereo not given) | 1 | 0 | -3 | 11 | -5 | -14 | 6 | -0.7 | 1 |
| O=C(NCCCN1CCN(c2ccccc2F)CC1)C1CCCN(S(=O)(=O)c2cnc[nH]2)C1 (stereo not given) | -9 | -1 | 3 | 0 | -20 | -9 | 9 | -2.9 | 0 |
| Cc1c(Br)cc(C(=O)NC2CCCCC2)c(C)c1C | 4 | 13 | -7 | 16 | -4 | 2 | 0 | -0.9 | -3 |
| Cc1cccc(NC(=O)N2CCC(c3nc4ccccc4o3)CC2)c1 | -21 | 4 | 1 | 38 | -11 | -1 | 9 | 1.4 | 0 |
| Cc1ccc(C)c(NCc2ccccc2CO)c1 | 5 | -12 | 12 | -17 | -14 | 6 | 3 | -4.0 | -1 |
| CCCCSc1nc2c(cnn2-c2ccc(C)c(C)c2)c(=O)[nH]1 | -4 | -4 | -5 | 14 | 6 | 0 | -5 | -3.6 | -3 |
| O=C(c1cc(N2C(=O)C3C4CCC(C4)C3C2=O)ccc1Cl)N1CCN(c2ccc(F)cc2)CC1 (stereo not given) | 2 | 2 | -5 | 31 | 15 | 3 | 7 | -2.0 | 1 |
| N/C(=N\OC(=O)CCC1CCCC1)c1cccc([N+](=O)[O-])c1 | -8 | 0 | -7 | 7 | 14 | -23 | -2 | -1.9 | -4 |
| OCC(O)CN1CCCC1 (stereo not given) | 0 | . | -12 | -8 | -5 | 24 | -6 | 2.2 | 3 |
| Cc1cc(C)nc(Nc2ncc(O)n2-c2ccccc2)n1 | -9 | 4 | -4 | 16 | 7 | 5 | -1 | -0.2 | -2 |
| CC(=C/C(=O)O)/C=C/c1ccc([N+](=O)[O-])cc1 | -5 | 0 | 2 | 1 | -8 | -24 | 6 | -0.2 | 0 |
| CCCCn1c(CN2C(=O)c3ccccc3C2=O)nc2ccccc2c1=O | 4 | -5 | 1 | -22 | 1 | -8 | -2 | -0.3 | -1 |
| Cc1ccc(-c2nnc3ccc(SCC(=O)N4CCc5ccccc54)nn23)cc1 | -13 | 3 | -17 | 85* | -10 | -10 | 1 | 0.4 | 1 |
| COC(=O)N1CCN(CCc2ccccc2)CC1 | 6 | 5 | -12 | 25 | 9 | 10 | 7 | 0.8 | -1 |
| O=C(Cc1ccccc1)NNC(=O)c1cnccn1 | -11 | 1 | -4 | 6 | 4 | 3 | -1 | 4.1 | -5 |
| O=C1CC(c2ccc(Cl)cc2)CC(=O)C1CS(=O)(=O)c1ccccc1 (stereo not given) | 13 | 2 | -25 | 14 | 3 | -14 | 4 | 6.5 | 1 |
| COc1cccc(C(=O)NNC2=CC(=O)CC(C)(C)C2)c1 | 5 | 1 | -17 | -2 | 2 | 4 | -1 | 0.5 | 0 |
| CCOc1ccc(CNc2ccc(S(N)(=O)=O)cc2)cc1 | -7 | -1 | -5 | 4 | -14 | -1 | 7 | -2.6 | -2 |
| NC(=S)N/N=C/c1ccccc1[N+](=O)[O-] | . | -1 | -8 | -8 | -18 | 8 | 6 | 1.8 | 4 |
| C=C1N(c2ccccc2)C(=O)OC1(C)C | -7 | 3 | -7 | -21 | 3 | 22 | 8 | 3.3 | -2 |
| COc1ccc(-c2nc3ccccc3c(=O)n2NC(=S)N(C)C)cc1 | 2 | -1 | -4 | -7 | -15 | -1 | 5 | 1.3 | -2 |
| CCOC(=O)Cc1cc(-c2ccc(OC)cc2)nc2ccc3ccccc3c12 | -14 | 11 | -19 | 23 | -31 | -47 | 3 | 0.2 | -1 |
| CCOC(=O)c1ccc(NC(=O)COC(=O)c2cccc(Oc3ccccc3)c2)cc1 | -15 | 4 | -1 | 20 | -14 | -19 | 1 | 1.9 | 0 |
| Cc1ccc(-n2cc(C(C)(C)C)[nH]c2=S)cc1 | -4 | 3 | -16 | -7 | -11 | -21 | 0 | -2.1 | -4 |
| CCc1ccc2oc(-c3cc(N=Cc4cccc(OC)c4O)ccc3O)nc2c1 | -53 | -1 | -6 | 27 | 0 | 10 | 11 | -0.2 | -2 |
| CCCC1=C(C(=O)OCC)C(c2ccc(OC)c(CSc3ccccn3)c2)C(C#N)=C(N)O1 (stereo not given) | -18 | 10 | 3 | 21 | -3 | -21 | 3 | -1.3 | 1 |
| O=C(NCN1CCCCC1)c1cccnc1 | -2 | 2 | 0 | 1 | 14 | 3 | 0 | -0.8 | -6 |
| CCOC(=O)c1cncc(NC(=O)c2ccccc2)c1 | 4 | -3 | -11 | 14 | 1 | 0 | 2 | 0.8 | 2 |
| Cc1cc2cc(C(=O)N3CCc4c([nH]c5ccccc45)C3c3ccccn3)ccc2o1 (stereo not given) | -19 | . | 8 | 44 | -9 | 19 | -6 | -2.3 | -2 |
| COC(=O)CC1COc2ccccc2N1C(=O)c1cccc(Cl)c1 (stereo not given) | 2 | 7 | -13 | 38 | -10 | 24 | -1 | -2.0 | -4 |
| O=c1oc2cc(O)ccc2c2ccccc12 | 3 | 11 | 1 | 39 | -7 | -32 | 2 | 0.4 | 0 |
| O=C(/C=C/c1ccc(Cl)cc1)NCc1cccs1 | -8 | 7 | -8 | 15 | 0 | -15 | 5 | -0.2 | 0 |
| COC(=O)c1ccc(CSCC(=O)Nc2cc(OC)cc(OC)c2)o1 | -4 | -3 | 1 | 15 | -6 | 6 | 4 | -0.6 | 1 |
| O=C(COc1cccc2ccccc12)Nc1cc(S(=O)(=O)N2CCOCC2)ccc1N1CCOCC1 | -35 | 13 | -15 | 3 | 2 | 1 | 7 | -0.3 | 2 |
| Cc1noc(C)c1S(=O)(=O)N(CC(=O)N1CCCC1)c1ccc(C(C)C)cc1 | -4 | 0 | -5 | 24 | -3 | 13 | 4 | 4.0 | -1 |
| O=C(NCC1CCCO1)C1CCN(C2CCN(C(=O)Cc3ccsc3)CC2)CC1 (stereo not given) | 0 | 3 | -25 | 4 | 6 | -4 | 9 | 2.8 | 6 |
| Cc1cccc(OCC(=O)N2CCC(N3CCCCCC3)CC2)c1 | 4 | 0 | -8 | -20 | -2 | -2 | 4 | 2.5 | 2 |
| Cc1cccc(/C=C/C(=O)c2ccc(NC3=NCCCS3)cc2)c1 | -2 | 5 | -9 | -46 | -17 | -20 | 5 | 1.7 | -1 |
| O=C(CSc1ccc(Cl)cc1)NCc1ccco1 | -16 | -4 | 5 | -8 | 1 | 9 | 7 | 2.7 | 1 |
| COc1ccc(NC(=O)c2cc(Br)c(Br)s2)cn1 | -3 | 1 | -9 | 9 | -16 | -6 | 4 | 1.1 | 2 |

Entries of single compounds, looked up by structure. Order of screens: NCF1 inh	NPY Y1 blocker	S1P4 antagonist	CHOP inhibitor	NPY-Y2 PAM-ag	NPY1 pot ag	BaF3 tox	S1P4 agonist	Ba/F3 V617F tox
O=C(NCC1CCCO1)C1CCN(C2CCN(C(=O)Cc3ccsc3)CC2)CC1 (stereo not given) across the screens: 0	3	-25	4	6	-4	9	2.8	6
CCOC(=O)c1ccc(NC(=O)COC(=O)c2cccc(Oc3ccccc3)c2)cc1 across the screens: -15	4	-1	20	-14	-19	1	1.9	0

Later entries
| canonical_smiles | NCF1 inh | NPY Y1 blocker | S1P4 antagonist | CHOP inhibitor | NPY-Y2 PAM-ag | NPY1 pot ag | BaF3 tox | S1P4 agonist | Ba/F3 V617F tox |
| --- | --- | --- | --- | --- | --- | --- | --- | --- | --- |
| Cc1c([C@H]2[C@@H](CC#N)C2(C)C)c2ccccc2n1C | -6 | 6 | 3 | 67 | 5 | 10 | -1 | -1.7 | -4 |
| CCCC(=O)N1c2ccccc2[C@@H](N(C(C)=O)c2ccccc2)C[C@H]1C | -9 | 0 | -23 | -7 | -5 | -23 | 4 | 2.0 | 1 |
| Cc1occc1C(=O)NN=C1C2CC3CC(C2)CC1C3 | -6 | -1 | 10 | 25 | 2 | -27 | 1 | 2.3 | -5 |
| O=C(Nc1nc(-c2ccc([N+](=O)[O-])cc2)cs1)c1c(F)cccc1F | 2 | 0 | 4 | 12 | 20 | 8 | 2 | 4.4 | -2 |
| O=C1c2ccncc2C(=O)N1c1cccc(Cl)c1 | -7 | -2 | 0 | 10 | -5 | -25 | 1 | -3.0 | -3 |
| COC(=O)Cn1c(=NC(=O)C2COc3ccccc3O2)sc2cc(S(N)(=O)=O)ccc21 (stereo not given) | -4 | 0 | -31 | 2 | 1 | 5 | 1 | 0.3 | -1 |
| O=C(COc1cccc2ccccc12)N1CCN(c2ccccc2)CC1 | -9 | 6 | -2 | 50 | -14 | -34 | 4 | -1.0 | 1 |
| O=C1COc2ccc(C(=O)COC(=O)CCSc3ccccc3)cc2N1 | -19 | . | -8 | 8 | -13 | -17 | -5 | 0.0 | -2 |
| CN(C)C(=O)c1noc2cc([N+](=O)[O-])ccc12 | 4 | -4 | -13 | 2 | -12 | 0 | 5 | 0.3 | 1 |
| CCOC(=O)C1(Cc2ccc(OC)cc2)CCN(S(C)(=O)=O)CC1 | -3 | 8 | -4 | 55 | 3 | 3 | 5 | -1.2 | -2 |
| CCOC(=O)c1c(C)n(C(=O)c2ccco2)c(=O)n1C(=O)c1ccco1 | -19 | 1 | -9 | 85* | 1 | 6 | -1 | 0.7 | 2 |
| CCOC(=O)CC(=O)CSc1nc2cc(C)ccc2cc1C | -12 | 6 | -5 | 43 | -4 | -14 | 6 | -1.1 | -1 |
| COC(=O)c1[nH]c2ccccc2c1NC(=O)c1c(F)cccc1F | -14 | . | -3 | -7 | 26 | 9 | -2 | 1.1 | 1 |
| CC(=O)c1nnn(-c2ccc([N+](=O)[O-])cc2)c1C | -4 | 1 | -8 | -6 | 9 | 20 | 0 | 1.1 | -3 |
| CC1=Nc2ccccc2/C1=C\c1nc(-c2ccccc2)oc1O | -29 | -7 | 4 | 29 | 16 | -16 | 2 | -3.3 | -1 |
| Cc1ccc(S(=O)(=O)N(CC(=O)N2CCC(C)CC2)c2ccccc2)cc1 | -3 | 0 | -25 | 1 | -1 | 6 | 1 | 0.1 | -3 |
| Cc1cccc2sc(N(CCCN(C)C)C(=O)c3sc4ccccc4c3Cl)nc12 | 16 | 8 | -12 | 54 | -17 | -20 | 7 | -0.2 | 0 |
| O=C(Cc1cccc2ccccc12)NCCOc1ccccc1F | -5 | 1 | -6 | 19 | -6 | -2 | 0 | -0.4 | -2 |
| c1ccn2cc(-c3ccc4c(c3)OCCO4)nc2c1 | -14 | 1 | -2 | 51 | -11 | -30 | 14 | 0.3 | 13 |
| Nc1c(Cl)ncnc1N/N=C/c1ccnc2ccccc12 | 3 | 1 | -5 | -8 | 2 | -19 | 6 | -2.1 | 1 |
| CC(C)Oc1ccc(C(CC(=O)NCCCN(C)C)c2ccc(F)cc2)cc1 (stereo not given) | -2 | 9 | -7 | 2 | 13 | -4 | -2 | 0.5 | 6 |
| Cc1cc(NC(=O)CCCn2nc(C)c([N+](=O)[O-])c2C)no1 | -2 | 0 | -23 | -1 | 3 | 3 | 2 | 0.6 | -2 |
| CCCc1nc(N2CCN(C)CC2)c2sc(=S)n(-c3ccccc3)c2n1 | -4 | 8 | -10 | 75* | -2 | -9 | 5 | 0.6 | 2 |
